Bioassay records from PubChem.
UPR CHOP act: activators of apoptotic arm of unfolded protein response (CHOP) | CHO-CHOP luciferase reporter, UPR activation, luminescence; percent of tunicamycin response over DMSO baseline | activation, % at 10 µM | 330,000 compounds, 0.34% hits | AID 449763;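 active = at 10 µM dose, activation of 40% or more, normalized to positive control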;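 also: 100% = tunicamycin at 10 µg/mL and 0% = DMSO alone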
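System: CHO-CHOP luciferase reporter cell line | Buffer or medium: F12 medium containing 10% fetal bovine serum | Doses: One dose, 10 µM in 0.5% DMSO | Times: 6 h compound exposure at 37 °C after overnight seeding | Signal: Luciferase luminescence | Read-out: % activation vs tunicamycin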
XBP1 UPR activ: adaptive UPR (XBP1) activation; activation, % at 20 µM; CHO-XBP1 luciferase reporter, IRE1-XBP1 UPR activation, luminescence; percent of tunicamycin response, DMSO as zero; 330,000 compounds, 0.33% hits;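 active = versus positive control, 20 µM dose yields 30% or more activation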;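 also: 100% = tunicamycin at 10 µg/mL and 0% = DMSO only wells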
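incubation = overnight seeding at 37 °C, 6 h compound treatment at 37 °C | assay system = CHO-XBP1 cells stably carrying IRE1-XBP1-driven luciferase reporter | input = 1000 cells per well | detection = luciferase luminescence | dosing = single point, 20 µM final compound, 1% DMSO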
Mdm2-MdmX inh: human Mdm2/MdmX binding inhibition | SaOS-2 split-luciferase Mdm2/MdmX complementation, luminescence | O15151+Q00987 | 330,000 compounds, 3% hits | inhibition, % at 8 µM | AID 485346;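 active = inhibition of at least 50% at 8 µM in the primary screen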
CCR6 antagonist: CCR6 (human) receptor antagonism | inhibition, % at 20 µM | 340,000 compounds, 0.49% hits | P51684 | CHO-K1 CCR6 PathHunter beta-arrestin, luminescence, CCL20-stimulated;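 active = compounds whose inhibition of the agonist-driven luminescence signal at 20 µM reaches about 50%, limit read from the data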;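 also: cells stimulated with CCL20 at 14 nM final; plate controls were DMSO with CCL20 for no effect and DMSO without agonist for full effect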
Target sequence (P51684 whole entry, looked up): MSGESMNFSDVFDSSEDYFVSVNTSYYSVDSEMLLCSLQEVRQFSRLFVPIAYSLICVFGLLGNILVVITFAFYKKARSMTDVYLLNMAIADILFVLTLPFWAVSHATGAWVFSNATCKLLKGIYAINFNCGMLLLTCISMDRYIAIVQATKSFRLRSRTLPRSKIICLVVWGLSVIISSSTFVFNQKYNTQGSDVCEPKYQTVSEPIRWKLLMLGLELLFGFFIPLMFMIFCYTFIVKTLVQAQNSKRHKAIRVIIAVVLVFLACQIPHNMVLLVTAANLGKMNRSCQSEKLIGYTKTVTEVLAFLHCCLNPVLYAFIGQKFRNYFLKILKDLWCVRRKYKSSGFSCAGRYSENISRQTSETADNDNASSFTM
APJ antag: blocks the human apelin receptor APJ; inhibition, % at 20 µM; AID 2521; 330,000 compounds, 0.32% hits; CHO-K1 APJ beta-arrestin complementation, luminescence;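 active = inhibition above about 40% at 20 µM, limit read from the data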;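 also: cells challenged with 10 nM apelin-13 agonist together with compound; plate controls were apelin-13 plus DMSO wells for no effect and DMSO wells lacking apelin-13 for full effect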
Target sequence (P35414 whole entry, looked up): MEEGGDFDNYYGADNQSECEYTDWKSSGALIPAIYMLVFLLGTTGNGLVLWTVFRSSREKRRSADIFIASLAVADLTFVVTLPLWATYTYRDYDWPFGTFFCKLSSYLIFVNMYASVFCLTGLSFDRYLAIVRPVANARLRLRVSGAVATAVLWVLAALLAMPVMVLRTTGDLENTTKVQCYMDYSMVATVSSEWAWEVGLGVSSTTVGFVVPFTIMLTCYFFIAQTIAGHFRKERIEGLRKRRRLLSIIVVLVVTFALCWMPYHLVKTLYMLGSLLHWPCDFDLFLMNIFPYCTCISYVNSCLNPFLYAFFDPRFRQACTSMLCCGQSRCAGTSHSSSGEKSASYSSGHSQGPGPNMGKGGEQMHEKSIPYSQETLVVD
EBI2 antag: blocks human EBI2 receptor beta-arrestin signaling | EBI2 beta-arrestin recruitment, luminescence, 7a,25-OHC stimulated | inhibition, % at 5 µM | 360,000 compounds, 0.81% hits | AID 651636; in the data active = inhibition above about 38%;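 also: enzyme fragment complementation signal reports receptor beta-arrestin coupling in cells; 0% = agonist plus DMSO wells and 100% = wells without agonist; some results beyond the cut were filed as inactive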
Target sequence (P32249 whole entry, looked up, the tested form may be a part): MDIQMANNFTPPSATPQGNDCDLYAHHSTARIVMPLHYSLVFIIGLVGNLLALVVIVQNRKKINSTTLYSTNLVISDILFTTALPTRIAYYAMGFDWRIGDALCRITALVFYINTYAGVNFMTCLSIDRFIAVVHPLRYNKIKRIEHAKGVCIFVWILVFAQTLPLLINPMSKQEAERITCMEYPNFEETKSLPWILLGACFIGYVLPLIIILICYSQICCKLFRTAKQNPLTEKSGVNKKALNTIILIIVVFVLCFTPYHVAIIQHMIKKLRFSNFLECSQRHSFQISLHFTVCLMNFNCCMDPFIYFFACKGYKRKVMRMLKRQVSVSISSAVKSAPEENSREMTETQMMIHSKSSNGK
CXCR6 inh: blocks human CXCR6 beta-arrestin recruitment | O00574 | CHO-K1 PathHunter CXCR6 beta-arrestin, luminescence | inhibition, % at 20 µM | 360,000 compounds, 0.36% hits | AID 602244; in the data active = inhibition above about 34%, passing the limit was not always enough;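 also: antagonist mode with CXCL16 agonist at 10 nM final; 0% = 10 nM CXCL16 with DMSO and 100% = unstimulated wells without agonist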
APJ ag: activates the human apelin receptor APJ; 330,000 compounds, 0.11% hits; activation, % at 20 µM; CHO-K1 APJ PathHunter beta-arrestin, luminescence; 0% DMSO wells, 100% apelin; AID 2520;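 active = activation more than six SD over the plate average, tested at 20 µM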;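 also: 0% = DMSO alone and 100% = apelin-13 at 10 nM; some results filed as inactive read as strong as hits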
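Assay system: engineered CHO-K1 APJ arrestin reporter cells; Amount: 1000 CHO-K1 reporter cells seeded per well; Dosing: one dose, 20 µM compound, 1% DMSO; Times: compound stimulation 90 min at 25 °C, detection 60 min; Measured by: luminescent beta-gal fragment complementation, chemiluminescent substrate; Read-out: APJ–arrestin association signal; Controls: DMSO vs Apelin-13 10 nM.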
tim23-1 inh: growth inhibitors of tim23-1 mutant yeast; S. cerevisiae tim23-1 growth, BacTiter-Glo luminescence, 24 h; inhibition, % at 20 µM; 330,000 compounds, 1.3% hits; AID 463212;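 active = growth inhibition of the mutant yeast at or above 50%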;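 also: temperature-sensitive mutant grown at 25 °C; plate controls were DMSO-treated mutant yeast for no effect and medium wells lacking yeast for full effect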
* = called active by the depositor.

SMILES | UPR CHOP act | XBP1 UPR activ | Mdm2-MdmX inh | CCR6 antagonist | APJ antag | EBI2 antag | CXCR6 inh | APJ ag | tim23-1 inh
COCCNS(=O)(=O)c1ccc2c(c1)Cc1cc(S(=O)(=O)NCCOC)ccc1-2 | 1.5 | -6.4 | 10.5 | 0.1 | 9.2 | -12.3 | -5.8 | 2.6 | -3.2
COc1ccc(C(=O)N2CCNC(=O)C2)cc1S(=O)(=O)Nc1ccc(Br)cc1 | -1.2 | 0.4 | -26.1 | -7.3 | 2.3 | -0.3 | 0.6 | -4.2 | -4.8
COc1cccc(S(=O)(=O)Nc2cccc(C(=O)N3CCOCC3)c2)c1 | 0.7 | -0.4 | -23.7 | 0.9 | 7.2 | -9.5 | -6.0 | -1.8 | 10.6
Cc1ccc(N2C(=O)N3[C@H](c4ccc(F)cc4)[C@@H]4C(=O)N(C5CCCCC5)C(=O)[C@@H]4[C@]3(C)C2=O)cc1 | -0.3 | -1.9 | 22.3 | 10.3 | 3.3 | -0.5 | 3.6 | 1.6 | 10.4
CN1CCN(c2ccc(CNC(=O)c3cc4ccccc4o3)cc2)CC1 | 1.1 | 0.8 | 16.2 | 10.4 | 9.7 | -5.6 | 7.9 | 1.6 | -8.5
CNC(=S)N(CCc1c(C)[nH]c2ccc(F)cc12)Cc1ccco1 | 1.4 | -0.1 | 24.7 | 8.8 | 6.6 | 2.3 | -5.0 | -6.1 | 26.8
CNS(=O)(=O)c1cccc(C(=O)OCC(=O)c2cc(C)n(CC3CCCO3)c2C)c1 (configuration not stated) | -4.1 | -7.2 | 20.3 | 20.9 | 1.9 | 6.5 | -12.9 | -2.3 | 9.0
Cc1cc(C)c(C)c(S(=O)(=O)N2CCN(C(=O)C3CCC3)CC2)c1C | 2.2 | -1.7 | 23.3 | -4.5 | -51.8 | 1.3 | -3.6 | -4.2 | 8.9
CCN(CC)c1ccc(/C=N/N2CCOCC2)cc1 | 1.8 | 0.5 | -33.6 | 12.7 | 11.6 | -10.7 | 2.1 | 1.3 | -0.4
CCOC(=O)N1CCN(C(=O)COc2ccccc2[N+](=O)[O-])CC1 | -1.9 | -1.0 | 0.3 | 3.0 | 0.6 | 2.0 | -4.5 | -3.1 | 11.0
COc1ccccc1-c1nnc(Nc2nc3c(OC)cccc3s2)o1 | 71.5* | 15.3 | 58.9* | 1.2 | 25.5 | 17.5 | 2.3 | -2.7 | 1.7
Cc1ccc(C(=O)Nc2ccccc2Oc2ccccc2)o1 | 1.6 | -0.8 | 3.5 | 6.3 | 1.6 | 4.8 | -1.1 | -3.2 | 22.4
COCCNC(=S)N(CCc1c(C)[nH]c2ccc(F)cc12)Cc1ccco1 | -1.4 | -0.9 | 0.5 | 15.3 | 1.6 | 17.2 | 4.0 | -4.2 | 31.8
COc1ccccc1CNS(=O)(=O)CCNC(=O)c1ccccc1 | 1.0 | -3.0 | -1.4 | 7.0 | 0.8 | 0.4 | 6.0 | -5.0 | -4.7
CC(C)Cn1c([N+](=O)[O-])nc2c1c(=O)[nH]c(=O)n2C | 13.0 | 2.9 | 34.0 | -19.9 | -22.8 | -46.8 | -13.8 | 10.1 | -12.1
COc1ccc(-c2nnc(SCc3cccc(C#N)c3)o2)cc1 | 2.0 | -0.1 | 3.7 | 4.5 | -10.0 | -5.5 | -0.6 | -1.1 | 20.8
COC(=O)c1ccc(-n2c(C)cc(C(=O)CSc3cccc[n+]3[O-])c2C)cc1 | 1.9 | -1.5 | 35.1 | 11.1 | -10.3 | 1.8 | 1.1 | -0.2 | 33.2
O=C(Nc1nccs1)C(NS(=O)(=O)c1ccc(Br)s1)c1ccccc1 (configuration not stated) | -1.9 | -1.2 | 2.3 | 14.8 | 0.4 | -1.4 | -1.9 | 0.6 | 17.6
C=C(C)CN(CC)C(=O)CN1C(=O)NC2(CCc3ccccc32)C1=O (configuration not stated) | 0.0 | -3.8 | -2.0 | 3.0 | -2.8 | 3.2 | 2.1 | 4.7 | -1.5
O=C(CSc1nnc2ccccn12)Nc1ccc2c(c1)OCCO2 | 1.3 | 1.8 | -9.7 | -8.2 | 7.9 | 3.8 | -4.3 | -1.6 | 14.5
COCCNC(=O)c1ccc(NS(=O)(=O)c2cc(C)ccc2C)cc1 | -0.9 | -2.8 | 30.0 | -12.1 | -7.7 | -4.8 | -1.8 | -6.1 | -0.4
CCC1CCCCN1CCCNC(=O)CNC(=O)c1nn(-c2ccc(OC)cc2)c(=O)c2ccccc12 (configuration not stated) | -0.8 | -0.3 | -2.0 | 27.2 | 7.5 | 12.3 | 6.5 | 2.3 | 18.8
C#CC(C)(CC)NC(=O)Cn1nnc(-c2cccc(C(F)(F)F)c2)n1 (configuration not stated) | 1.5 | 0.1 | -15.2 | 14.0 | -12.2 | -6.0 | -7.6 | 0.7 | 16.8
Cc1ccc(CNC(=O)/C=C/c2ccc(Br)o2)cc1 | 1.5 | -1.1 | -4.9 | -1.3 | 4.7 | -1.7 | 6.8 | -1.6 | 27.5
COc1ccccc1N(C(=O)c1snc(C(N)=O)c1N)C(C(=O)NC1CCCC1)c1ccc(N(C)C)cc1 (configuration not stated) | 0.2 | 0.8 | -4.6 | 14.6 | 8.8 | 37.2 | 7.6 | -0.5 | 7.6
CN(C)CCN(C(=O)/C=C/c1cccs1)c1nc2ccc(F)cc2s1 | 4.9 | -1.4 | 58.6* | 11.2 | -1.6 | 9.9 | -5.1 | 0.0 | 29.6
Cc1ccc2c(c1)C(=O)N1[C@H]3c4cc(Cl)ccc4OC[C@@H]3[C@H](c3ccccc3)[C@]1(C)C(=O)N2 | -0.5 | 0.1 | 47.3 | 2.8 | -2.9 | -0.6 | -6.3 | -0.7 | 37.4
Cc1cccc(/C=C\c2nc3ccccc3c(=O)[nH]2)c1 | 1.1 | -1.8 | -45.5 | -5.2 | 6.1 | 3.5 | -2.2 | -4.5 | 15.8
CC(C)(C)NC(=O)CN(Cc1ccc2c(c1)OCO2)C(=O)CNS(=O)(=O)c1ccccc1 | 1.1 | -5.7 | 1.0 | 15.5 | -2.5 | -5.6 | -1.0 | 1.6 | -2.1
Cc1ccc(NC(=O)NCCN2CCN(c3ccccc3)CC2)cc1Cl | -1.8 | 2.1 | 22.4 | 14.2 | -2.8 | 3.7 | 4.5 | -0.1 | 4.2

Compound profiles (already shown). Order of values: UPR CHOP act	XBP1 UPR activ	Mdm2-MdmX inh	CCR6 antagonist	APJ antag	EBI2 antag	CXCR6 inh	APJ ag	tim23-1 inh
Cc1ccc2c(c1)C(=O)N1[C@H]3c4cc(Cl)ccc4OC[C@@H]3[C@H](c3ccccc3)[C@]1(C)C(=O)N2 is entered as -0.5	0.1	47.3	2.8	-2.9	-0.6	-6.3	-0.7	37.4
CCN(CC)c1ccc(/C=N/N2CCOCC2)cc1 is entered as 1.8	0.5	-33.6	12.7	11.6	-10.7	2.1	1.3	-0.4
O=C(CSc1nnc2ccccn12)Nc1ccc2c(c1)OCCO2 is entered as 1.3	1.8	-9.7	-8.2	7.9	3.8	-4.3	-1.6	14.5

Additional results follow.
SMILES | UPR CHOP act | XBP1 UPR activ | Mdm2-MdmX inh | CCR6 antagonist | APJ antag | EBI2 antag | CXCR6 inh | APJ ag | tim23-1 inh
Cc1cccnc1NC(=O)C(c1ccccc1)c1ccccc1 | -0.5 | -4.4 | 23.7 | 10.6 | 1.7 | -0.3 | 7.9 | -3.6 | 5.3
COc1ccccc1N1CCN(C(=O)c2ccc(CN3CCOCC3)cc2)CC1 | -1.6 | 0.6 | 7.5 | 4.8 | -42.7 | 3.4 | -0.2 | 1.9 | 24.4
CCOC(=O)N1CCN(C(=O)Cc2cccs2)CC1 | -0.2 | -2.1 | -4.5 | -15.3 | 13.8 | -5.8 | 1.6 | -2.0 | 3.5
CCOC(=O)COc1ccc2c(=O)cc(-c3ccccc3)oc2c1 | 1.6 | -4.0 | 26.7 | 3.0 | 17.7 | 9.2 | 13.6 | -4.2 | 17.4
CCOc1cc(/C=N/N=C(\N)c2nonc2N)cc(Br)c1OCc1cccc2ccccc12 | 106.5* | 268.3* | 69.1* | -1.8 | -12.6 | 16.3 | 6.0 | -5.9 | 0.1
Cc1cc(C)cc(NC(=O)CN(C)S(=O)(=O)c2cnc[nH]2)c1 | -0.2 | 0.5 | -10.2 | -10.7 | 19.3 | -4.2 | 11.5 | -3.9 | -0.5
COc1ccc(CCNC(=O)CN2C(=O)C(=O)N(C3CCCC3)C2=O)cc1OC | 0.3 | 1.3 | -20.4 | -2.4 | 0.6 | -10.2 | -5.8 | -0.1 | 20.1
COc1ccc(-c2noc(CCC(=O)N3CCN(c4cc(C)ccc4C)CC3)n2)cc1 | -3.1 | -2.5 | -5.6 | 19.1 | -5.6 | 2.6 | -5.0 | 3.7 | 16.8
CCOC(=O)C1=C(c2ccccc2)OC(N)=C(C#N)C1c1cccnc1 (configuration not stated) | 1.0 | -0.2 | 13.5 | -4.0 | 4.9 | -4.5 | 7.8 | -0.9 | 11.2
Cn1nnnc1SCC(=O)Nc1ccccc1C(=O)NCc1ccccc1 | -0.9 | -2.2 | 6.5 | 11.3 | 19.3 | -3.7 | -1.4 | -1.0 | 1.8
CCCOc1ccc(C(=O)NCCO)cc1 | 1.3 | 0.9 | -0.6 | 11.6 | 4.5 | -13.9 | 0.1 | 5.4 | 9.5
COC(=O)c1sccc1-c1ccc(/C=N/OC(=O)c2cccs2)o1 | 2.3 | 1.7 | 2.4 | 15.8 | 4.2 | -4.8 | 5.5 | 0.4 | 17.3
OC12CCCCC1C(c1ccc3c(c1)OCO3)N(Cc1ccc(F)cc1)CC2 (configuration not stated) | -2.6 | -0.4 | 3.6 | 15.8 | 24.9 | -2.9 | -1.6 | -4.3 | 7.9
Cc1nn(C)c(C)c1CNC(=O)/C=C/c1ccccc1F | -1.2 | -0.1 | -11.3 | 4.9 | 2.5 | -13.0 | -8.3 | -2.5 | 2.4
COc1ccc(NC(=O)CSc2ccccc2)cc1S(=O)(=O)N1CCOCC1 | 2.2 | -5.7 | 13.8 | -0.6 | 4.7 | 2.0 | 5.4 | -3.5 | -5.1
COc1ccc(CCN2C(=O)NC(NC(=O)CC(C)C)(C(F)(F)F)C2=O)cc1OC (configuration not stated) | 3.1 | 0.1 | 5.0 | 2.4 | 10.0 | -9.7 | -1.6 | -0.6 | 9.2
C/C(=N\NC(=O)c1ccncc1)C12CC3CC(CC(C3)C1)C2 | 0.0 | 1.3 | 11.9 | -1.9 | -24.7 | -3.9 | -3.4 | 0.4 | 0.1
O=S(=O)(c1ccc(S(=O)(=O)N2CCCC3(CCCCC3)C2)cc1)N1CCCCC1 | 51.8* | 20.3 | 41.9 | -4.7 | 5.0 | 4.2 | -1.0 | 1.5 | 1.5
COc1ccc(NC(=O)CN(C)C(=O)c2ccc3ccccc3n2)cc1 | -1.6 | -0.2 | 8.6 | -14.2 | 0.3 | -4.2 | 9.8 | -2.5 | 4.5
Cc1cc(=O)n2c(sc3ccccc32)c1C#N | 3.4 | -0.8 | -15.8 | 11.9 | -17.4 | -7.6 | -1.0 | 2.4 | 2.9

An excerpt (hit frequency here may not be typical).
